Bioassay records from PubChem BioAssay.
OXTR potentiate – human OXTR potentiators, primary screen, fluorescence, CHO-OTR cells, Fluo-8 calcium; Fluo-8 calcium fluorescence, potentiator mode; 0% = oxytocin EC15, 100% = EC100; activation, % at 3 µM; actives 0.061% (n = 320,000); AID 2445, 2010;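 active = activation above that plate's cutoff, the mean activation of tested compounds plus 3 SD, cut at about 6.6% in these data, passing the limit was not always enough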;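 also: 100% uses oxytocin at 75 nM as the full agonist control; some results filed as inactive read as strong as hits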
Target sequence (P30559 whole entry, looked up): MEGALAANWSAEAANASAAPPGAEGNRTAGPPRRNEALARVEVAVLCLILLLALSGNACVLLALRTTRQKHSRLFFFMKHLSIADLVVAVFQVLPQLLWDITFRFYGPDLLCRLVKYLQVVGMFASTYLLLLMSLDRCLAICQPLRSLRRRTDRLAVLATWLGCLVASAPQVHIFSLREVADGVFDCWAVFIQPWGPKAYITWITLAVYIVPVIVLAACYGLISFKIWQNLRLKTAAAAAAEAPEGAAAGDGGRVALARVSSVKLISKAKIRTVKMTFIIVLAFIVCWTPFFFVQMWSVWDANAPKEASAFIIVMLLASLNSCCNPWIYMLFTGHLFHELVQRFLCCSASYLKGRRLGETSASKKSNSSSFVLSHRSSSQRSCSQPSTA
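System: human OTR in CHO cells; Also added: sub-maximal oxytocin, roughly EC15; Timing: compound 6 min at room temperature before oxytocin, 100 s read; Technique: Fluo-8 intracellular calcium fluorescence, ex 470-495, em 515-575 nm; Controls: oxytocin EC15 low and EC100 high; Replication: singlicate.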
M1 PAM parental – nonselective calcium activators in parental CHO-K1 cells, primary screen, counter-screen for M1 PAM project, cell-based, Fluo-8 calcium fluorescence, full deck, 1536-well. ATP EC20; 0% at ATP EC20, 100% at ATP max. activation, % at 3 µM. actives 0.02% (n = 360,000);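 active = activation above the run cutoff, the mean activation of all test compounds plus 3 SD, cut at about 40% in these data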;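 also: peak over basal fluorescence ratio in a 140 s read after ATP addition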
TAAR1 antag – human TAAR1 antagonists, primary screen, Fluo-8 calcium fluorescence, CHO RD-HGA16 cells | antagonist | actives 1.5% (n = 360,000) | Trace amine-associated receptor 1 (Homo sapiens), Q96RJ0 | AID 624466, 2012 | inhibition, % at 3 µM;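 active = inhibition above a per-plate cutoff, the mean inhibition of test compounds on that plate plus 3 SD, cut at about 49% in these data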;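 also: 0% = DMSO plus EC80 beta-PEA response and 100% = DMSO alone without agonist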
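test system = CHO RD-HGA16 cells bearing hTAAR1 | replication = singlicate | controls = DMSO-only wells and EC80 β-PEA-stimulated wells | reagent = EC80 β-phenethylamine stimulus | read-out basis = percent inhibition of PEA-evoked calcium signal, max/basal emission ratio | schedule = seeding 17-24 h prior, 75-min 37 °C, 30-min RT dye loading | signal = kinetic Fluo-8 calcium fluorescence measurement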
M1 ag – human M1 muscarinic receptor agonists, primary screen, Fluo-8 calcium fluorescence, CHO-K1 cells, HTS. actives 0.33% (n = 360,000). CHO-K1 hM1, agonist mode; 0% DMSO, 100% acetylcholine EC100. Muscarinic acetylcholine receptor M1 (Homo sapiens), P11229. activation, % at 3 µM;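 active = activation above the run's mean compound activation plus 3 SD, cut at about 16% in these data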;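 also: peak over basal fluorescence ratio within a 140 s kinetic read after compound addition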
Target sequence (P11229 whole entry, looked up): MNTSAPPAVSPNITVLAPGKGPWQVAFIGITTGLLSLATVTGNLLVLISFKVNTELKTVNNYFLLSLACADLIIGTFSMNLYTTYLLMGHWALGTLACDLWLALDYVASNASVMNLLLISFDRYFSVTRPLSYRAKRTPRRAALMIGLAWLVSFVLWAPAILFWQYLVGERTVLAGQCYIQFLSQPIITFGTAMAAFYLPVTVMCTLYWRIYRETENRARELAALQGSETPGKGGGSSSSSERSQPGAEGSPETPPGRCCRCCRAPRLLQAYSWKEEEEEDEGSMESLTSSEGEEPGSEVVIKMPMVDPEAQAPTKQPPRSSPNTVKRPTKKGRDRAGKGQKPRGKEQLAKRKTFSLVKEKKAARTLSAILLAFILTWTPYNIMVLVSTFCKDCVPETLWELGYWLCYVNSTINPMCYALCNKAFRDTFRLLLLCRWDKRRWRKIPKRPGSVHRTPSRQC
CHRM1 antagonist – human M1 muscarinic receptor antagonists, primary screen, CHO-K1 cells, Fluo-8 calcium fluorescence, 1536-well; CHO-K1 hM1, ACh EC80 antagonist; inhibition, % at 3 µM; actives 1.3% (n = 360,000);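 active = percent inhibition above its own plate's cutoff, namely the mean of that plate's compound wells plus 3 SD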;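 also: peak over basal fluorescence ratio during 140 s after agonist addition; 0% = ACh EC80 plus DMSO and 100% = DMSO alone without agonist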
CHO-K1 Ca antag – counter-screen for M1 antagonists: effect in parental CHO-K1 cells | inhibition, % at 3 µM | ATP-induced calcium, Fluo-8 fluorescence | actives 0.6% (n = 360,000) | AID 602250;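 active = inhibition above a per-plate cutoff, the plate's mean sample inhibition plus 3 SD, cut at about 24% in these data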;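 also: 0% = DMSO plus EC80 ATP and 100% = DMSO alone without ATP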
TAAR1 ag – human TAAR1 agonists, primary screen, Fluo-8 calcium fluorescence, CHO RD-HGA16 cells; Trace amine-associated receptor 1 (Homo sapiens), Q96RJ0; vehicle wells 0%, saturating PEA agonist 100%; activation, % at 3 µM; actives 0.99% (n = 360,000); AID 624467, 2012;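 active = activation above the mean activation of all test compounds in the run plus 3 SD, cut at about 38% in these data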
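test system = CHO RD-HGA16 cells carrying human TAAR1 plus Gα16 | schedule = 17-24 h seeding, 75 min 37 °C dye, 30 min RT | compound dosing = 3 µM single concentration | control set = DMSO and PEA EC100 | replicates = n 1 | signal = Fluo-8 fluorescence, 5 s baseline then 140 s kinetic read | measure = percent activation vs PEA EC100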
CHO-K1 Ca ag – counter-screen for M1 agonists: effect in parental CHO-K1 cells; Fluo-8 calcium fluorescence; scaled to maximal ATP response, vehicle zero; activation, % at 3 µM; actives 0.48% (n = 360,000); in the data active = activation above about 15%;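 also: untransfected CHO-K1 host cells lacking M1 receptor as counterscreen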
CHO parental Ca – ATP-evoked calcium signal inhibitors, parental CHO, primary screen, counter-screen for OX1R antagonist project, cell-based, fluorescence, Fluo-8 calcium dye. parental CHO-K1, ATP-induced calcium, Fluo-8 fluorescence. actives 0.63% (n = 330,000). inhibition, % at 5.6 µM;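 active = inhibition above that plate's mean sample inhibition plus 3 SD, cut at about 26% in these data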;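 also: 0% = ATP-challenged DMSO wells and 100% = DMSO wells without ATP; some compounds past the cut are filed as inactive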
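Assay system: untransfected parental CHO cell line. Also added: ATP agonist challenge. Dosing: one dose, 5.6 µM nominal. Measured by: Fluo-8 fluorescence. Read-out: % inhibition. Benchmarks: ATP wells versus no-ATP DMSO wells. Repeats: no replicates.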
Active calls of the source: *; · = no result given.

SMILES	OXTR potentiate	M1 PAM parental	TAAR1 antag	M1 ag	CHRM1 antagonist	CHO-K1 Ca antag	TAAR1 ag	CHO-K1 Ca ag	CHO parental Ca
CC(OC(=O)c1cccs1)C(=O)NCc1ccc2c(c1)OCO2 (stereo not given)	-12	15	5	-4	-9	-6	1	0.3	7
CCN(CC(=O)NCCCN1CCOCC1)S(=O)(=O)c1ccc(F)cc1	-5	-7	-3	0	6	-12	-1	0.5	4
CCOC(=O)[C@]12CCC=C1N(Cc1ccco1)C(=O)[C@H](CC(=O)NCC13CC4CC(CC(C4)C1)C3)C2	·	12	-4	·	·	-20	-2	0.5	·
CC(C)NC(=O)NC(=O)COC(=O)c1ccc(OC(F)(F)F)cc1	3	-8	-22	-3	-2	6	-2	0.0	-4
C/C=C/c1ccc(OCCCCN2CCC(C)CC2)c(OC)c1	0	-8	-12	-8	10	-1	-1	-0.2	-22
C=CC[C@@H](CC(=O)N(CCO)Cc1ccccc1)C(=O)N[C@H](COC(=O)[C@@H](CC=C)Cc1ccc(F)cc1)Cc1c[nH]c2ccccc12	-9	4	59*	9	-4	0	14	0.2	12
CCOC(=O)Cc1nnc(NC(=O)COc2ccc(C)cc2)s1	-21	7	-4	9	-8	1	38*	5.2	-2
Cc1nn(C)cc1C(C)NCc1c(C(=O)N2CCCCCCC2)nc2ccc(Cl)cn12 (stereo not given)	0	5	22	-12	2	-2	3	0.1	-20
CC1c2cccn2CCN1S(=O)(=O)c1ccc(F)cc1 (stereo not given)	-4	8	-4	-8	-2	-6	12	0.4	-7
Cc1ccc2cc3c(nc2c1)OCC3	1	-1	-12	-3	-15	-8	4	-0.2	-8
C=CCC(NCc1ccccc1)c1ccc(Cl)cc1 (stereo not given)	-8	17	-18	-8	-7	-4	8	-0.1	-33
O=c1[nH]cc(NCc2ccccc2)c(=O)[nH]1	·	-2	-5	0	-19	-5	8	0.0	·
CCN(CC)C(=O)COc1ccc(-c2ccccc2)cc1	-16	11	6	-4	-9	-8	2	0.7	-11
CCC1CN(C(=O)N2CCC(C(=O)NCc3ccc(C)o3)CC2)c2ccccc2O1 (stereo not given)	-5	10	4	0	-8	-15	5	3.4	-11
Cc1ccc(C(NC(N)=O)c2ccccc2)cc1 (stereo not given)	-2	9	-5	-5	-8	-12	8	0.6	-2
COc1ccc(NC(=O)c2c(C)oc3c2CCCC3)cc1	6	12	-7	-11	-12	-20	-3	0.0	-21
O=C(c1cccc(OC2CCN(Cc3ccc(F)cc3)CC2)c1)N1CCCC1	·	-14	-8	-6	7	1	-1	0.8	·
CC(C)NC(=O)COC(=O)CNC(=O)c1cc(Cl)cc([N+](=O)[O-])c1	4	5	2	-7	-11	2	0	0.0	5
COc1ccc(-c2nc(N)ncc2-c2csc(C)n2)c(O)c1	-6	-10	12	-6	-30	7	-1	-0.7	-26
COC(=O)c1c(C)[nH]c(C)c1-c1ccccc1Cl	-2	13	-21	-8	-4	-6	-2	0.3	-14
COc1cc(OC)cc(C(=O)N2CCN(Cc3cccc(F)c3)CC2)c1	0	9	8	-5	0	-1	0	-0.5	-25
COc1ccc(C/C(N)=N/OC(=O)c2ccc(Cl)cc2)cc1	-16	15	15	-13	3	8	8	0.3	0
CCN(CC)c1ccc(/C=N/NC(=O)c2cccc(S(=O)(=O)N3CCOCC3)c2)c(O)c1	-7	11	1	0	16	-6	1	4.7	-11
COc1ccc(-c2cc(C(=O)Nc3cc(C)ccc3O)no2)cc1	0	6	4	1	-12	-15	0	0.6	-5
O=C(NCCc1ccc(Cl)cc1Cl)c1cc([N+](=O)[O-])c[nH]c1=O	-11	-1	-14	4	-9	-12	6	12	26*
CC(=O)N1CCc2cc(S(=O)(=O)N3CC(C)CC(C)C3)ccc21 (stereo not given)	-16	5	-1	-4	-6	-18	3	0.8	-18
O=S(=O)(NCc1ccccc1)c1ccc(Br)c2nsnc12	1	8	-20	0	-33	-18	9	3.3	-18
Cc1cc(C(C)(C)C)cc(S(=O)(=O)NCC(=O)O)c1C	-9	24	17	-2	-9	-8	0	0.4	2
Cc1cccc(C)c1NC(=O)C1c2ccccc2OCC(=O)N1Cc1ccc2c(c1)OCO2 (stereo not given)	·	1	0	·	·	-2	-1	0.1	·
COc1cc(C)c(S(=O)(=O)NC2CC(C)(C)NC(C)(C)C2)cc1C	0	14	-2	-4	-19	-10	14	-0.1	-8
CCc1ccc(N2CC(C(=O)Nc3nnc(CC)s3)CC2=O)cc1 (stereo not given)	5	8	-18	-2	-10	-18	-2	-0.4	-15
COc1ccnc(-n2cccc2/C=N/O)c1C#N	-5	18	-1	-6	-3	-14	0	1.8	3
CCCC(=O)c1c(NC)cc(C)oc1=O	-6	5	2	-5	1	4	11	0.0	-1
Cc1cnc(NC(=O)CCNC(=O)c2ccccc2Cl)s1	-18	-5	7	-4	-1	-5	3	0.3	2
Cc1ccc(C)c(OCC(=O)N/N=C/c2ccc(N3CCOCC3)cc2)c1	·	11	9	-2	-16	-11	2	2.4	·
Fc1ccccc1NC(=S)N1CCN(c2ccccn2)CC1	-8	13	-2	-5	3	2	1	7.5	-2
CCOC(=O)C1(C)CCCN(C(=O)COc2ccccc2)C1 (stereo not given)	·	-2	-5	-1	-14	3	0	-0.1	·
N#Cc1cc2cc3c(cc2nc1N1CCCCC1)OCCO3	-2	17	-6	-7	-1	-2	0	1.8	-40
CCC(c1nnc(SCc2nc3ccccc3s2)n1Cc1ccccc1)N(C)C (stereo not given)	-11	8	11	-5	5	-5	-1	0.1	-48
Cc1ccc(OC(=O)CCC(=O)OCCCC(F)(F)C(F)(F)F)cc1	3	18	-1	-7	2	-14	2	0.6	-1

In the list so far, eight contain fluorine:
SMILES	OXTR potentiate	M1 PAM parental	TAAR1 antag	M1 ag	CHRM1 antagonist	CHO-K1 Ca antag	TAAR1 ag	CHO-K1 Ca ag	CHO parental Ca
CCN(CC(=O)NCCCN1CCOCC1)S(=O)(=O)c1ccc(F)cc1	-5	-7	-3	0	6	-12	-1	0.5	4
CC(C)NC(=O)NC(=O)COC(=O)c1ccc(OC(F)(F)F)cc1	3	-8	-22	-3	-2	6	-2	0.0	-4
C=CC[C@@H](CC(=O)N(CCO)Cc1ccccc1)C(=O)N[C@H](COC(=O)[C@@H](CC=C)Cc1ccc(F)cc1)Cc1c[nH]c2ccccc12	-9	4	59*	9	-4	0	14	0.2	12
CC1c2cccn2CCN1S(=O)(=O)c1ccc(F)cc1 (stereo not given)	-4	8	-4	-8	-2	-6	12	0.4	-7
O=C(c1cccc(OC2CCN(Cc3ccc(F)cc3)CC2)c1)N1CCCC1	·	-14	-8	-6	7	1	-1	0.8	·
COc1cc(OC)cc(C(=O)N2CCN(Cc3cccc(F)c3)CC2)c1	0	9	8	-5	0	-1	0	-0.5	-25
Fc1ccccc1NC(=S)N1CCN(c2ccccn2)CC1	-8	13	-2	-5	3	2	1	7.5	-2
Cc1ccc(OC(=O)CCC(=O)OCCCC(F)(F)C(F)(F)F)cc1	3	18	-1	-7	2	-14	2	0.6	-1

Next structures:
SMILES	OXTR potentiate	M1 PAM parental	TAAR1 antag	M1 ag	CHRM1 antagonist	CHO-K1 Ca antag	TAAR1 ag	CHO-K1 Ca ag	CHO parental Ca
Cc1cccc(NC(=O)CSc2nc(C)c(Cc3ccccc3)c(=O)[nH]2)c1	-21	17	2	-5	-5	-11	10	1.9	-29
Cn1c(SCC(=O)Nc2cc(Cl)cc(Cl)c2)nnc1-c1ccc2nonc2c1	-6	-18	-21	-3	10	2	-1	0.1	-2
COC(=O)c1ccc(C(=O)OC)c(NC(=O)COC(=O)C2CCC(C(C)(C)C)CC2)c1 (stereo not given)	-3	12	0	-3	3	1	-1	0.0	-1
COc1cc(/C=N/Nc2nc3c(c(=O)n(C)c(=O)n3C)n2Cc2ccccc2)ccc1OC(=O)c1ccco1	-9	14	10	0	-12	-6	9	0.6	10
CC(C)c1ccc(-n2nnnc2SCc2nc(N)nc(N)n2)cc1	·	9	4	3	-18	-21	3	3.2	·
CCCC[C@@H](CN[C@H](C)CNC)NCC1CCC(C(C)(C)C)CC1 (stereo not given in full)	-6	·	0	·	·	·	6	·	-16
O=C(CSc1nc2ccccc2[nH]1)N=Nc1c(O)[nH]c2ccccc12	-1	-4	11	-3	9	7	4	2.7	-16
O=S(=O)(NCCOc1ccccc1Cl)c1ccc2oc3ccccc3c2c1	-20	10	3	-1	-10	-7	6	0.8	10
Cc1ccc(N(Cc2cc(=O)[nH]c3ccccc23)C(=O)CCl)cc1	-13	-1	-10	-12	41*	-16	4	0.0	-13
Cc1cc(C)nc(NN=CC2=C(N3CCOCC3)/C(=C/c3ccc(Cl)cc3)CC2)n1	·	5	-6	-1	-4	1	1	0.5	·
CCOC(=O)C1CCCN(S(=O)(=O)c2ccc3c(c2)NC(=O)CO3)C1 (stereo not given)	-6	2	-1	-2	0	-1	1	2.5	5
Cc1cc2nc(-c3ccccn3)c(-c3ccccn3)nc2cc1C	·	-1	-11	-5	-10	-12	4	1.6	·

3 structures already listed, ordered by SMILES length, lowest first:
SMILES	OXTR potentiate	M1 PAM parental	TAAR1 antag	M1 ag	CHRM1 antagonist	CHO-K1 Ca antag	TAAR1 ag	CHO-K1 Ca ag	CHO parental Ca
CCCC[C@@H](CN[C@H](C)CNC)NCC1CCC(C(C)(C)C)CC1 (stereo not given in full)	-6	·	0	·	·	·	6	·	-16
Cc1cccc(NC(=O)CSc2nc(C)c(Cc3ccccc3)c(=O)[nH]2)c1	-21	17	2	-5	-5	-11	10	1.9	-29
Cc1cc(C)nc(NN=CC2=C(N3CCOCC3)/C(=C/c3ccc(Cl)cc3)CC2)n1	·	5	-6	-1	-4	1	1	0.5	·
